TSHR antag = human thyrotropin receptor antagonism. P16473. TSHR-expressing cells, TSH-stimulated cAMP HTRF, 2 h; stronger effect = lower value. activity change, negative = inhibition, % at 11.5 µM. hit rate 0.2% among 330,000. AID 504810;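 active = activity change below a set negative limit, meaning inhibition stronger than a set level, cut at about -70% in these data; inconclusive = activity change between two set negative limits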; note: % is set by controls: 0 for no effect and ±100 for the full control effect
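Read-out is FRET at 665 nm (cryptate excitation 337 nm) from a cryptate-tagged anti-cAMP antibody, competed by cell cAMP against cAMP-d2. Compounds are tested on freshly harvested TSHR cells challenged with 4nM TSH (EC80) for 2 hours at 37 deg C.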
Menin-MLL TR inh = menin-MLL binding inhibition, Texas Red mutant peptide. Potency, µM (series often up to 61.6 µM), inactives show at the top dose FP activity change, negative = inhibition, hits mostly inhibitors. Menin + Texas Red MLL mutant peptide, fluorescence polarization. hit rate 0.23% among 270,000; active = well fitted inhibition curve with a large enough effect in the polarisation, with a control signal flat, not every such curve was filed as active; inconclusive = small, poorly fitted or top-dose-only effect, or effect the other way, or a change in a side signal; inactive = no such curve, though single readings can be large or run the other way; the % refers to the polarisation; note: potency is the fitted concentration of half-maximal effect; % of control where 0% means no effect; many of its hits are not listed in these tables
Mito fusion yeast = inhibitors of mitochondrial division or activators of mitochondrial fusion | Potency, µM (doses to about 46.1 µM), for inactives: at the top dose growth rescue (activation), actives largely listed as activators | S. cerevisiae fusion-defective mutant growth rescue, CellTiterGlo 48 h | AID 485298 | hit rate 0.23% among 320,000;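 note: potency is the fitted concentration of half-maximal effect; % of control where 0% means no effect; nearly all actives have a fitted effect of over 45% in size; temperature-sensitive fusion mutants such as fzo1-1 at 37 °C on non-fermentable ethanol glycerol medium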
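Read-out: ATP-based luminescence (CellTiterGlo, 10 min ambient) reporting growth of fusion-defective ts yeast after 48 hours at 37C on glycerol/ethanol YPEG medium in the presence of compound.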
TCR act = T cell receptor activation; primary human leukocytes, anti-CD3, IL-2 HTRF, 48 h; Potency, µM (highest dose often 9.22 µM), for the others: at the top dose activation of IL-2 secretion, hits mostly activators; 330,000 tested, under 10 active; AID 504894; note: % of control where 0% means no effect
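HTRF read-out of IL-2 secretion: europium cryptate donor excited at 320nm, d2 acceptor emission at 665nm. Cells were primary human leukocytes incubated 48 hr with compounds and a-CD3 beads, supplying TCR signal only.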
a7 integrin act = integrin-mediated muscular dystrophy alleviation activation; alpha7betagal myoblasts, beta-gal FDG fluorescence, 48 h; Potency, µM (titrated, usually from 38.3 µM), inactives show at the highest dose activation, most hits filed as activators; hit rate 0.064% among 350,000; AID 624291;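 note: potency is the fitted concentration of half-maximal effect; 100% = response of the positive control SU9516; nearly all actives have a fitted effect of over 60% in size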
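Alpha7betagal+/- myoblasts (passage 13) were plated 16-24 hr, then exposed to compounds (1:260 dilution of DMSO stock) for 48 hours at 37C. After MPER lysis, β-galactosidase reporter activity was read as FDG fluorescence (ex 480/em 540) after 30 minutes.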
MLL CXXC-DNA inh = blocks binding of human MLL CXXC domain to DNA; MLL-CXXC / FITC-HOXA9 DNA fluorescence polarization; Potency, µM (top dose mostly 115 µM), inactives show at the top dose activity change, negative = inhibition, hits mostly inhibitors; hit rate 0.037% among 290,000; active = well fitted inhibition curve with a large enough effect in the polarisation, with a control signal flat, not every such curve was filed as active; inconclusive = small, poorly fitted or top-dose-only effect, or effect the other way, or a change in a side signal; inactive = no such curve, though single readings can be large or run the other way; the % refers to the polarisation; note: potency is the fitted concentration of half-maximal effect
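Fluorescence polarization: 7 uM MLL-CXXC (stock) preincubated 5 min with compounds, then 50 nM fluorescein-HOX-A9 DNA (stock) added; 30 min ambient. Buffer 50 mM Tris-HCl pH 7.5, 50 mM NaCl, 1 mM DTT, 0.05% BSA.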
MBNL1-CUG inh = inhibitors of human MBNL1 binding to CUG repeat RNA | Q9NR56 | TR-FRET MBNL1-His/biotin-(CUG)12 binding, 665/545 ratio | Potency, µM (doses to about 57.5 µM), for the others: at the highest dose activity change, negative = inhibition, actives largely listed as inhibitors | hit rate 0.036% among 280,000; active = well fitted inhibition curve with a large enough effect in the signal ratio, with a control signal flat, not every such curve was filed as active; inconclusive = small, poorly fitted or top-dose-only effect, or effect the other way, or a change in a side signal; inactive = no such curve, though single readings can be large or run the other way; the % refers to the signal ratio; note: potency is the fitted concentration of half-maximal effect; % is set by controls: 0 for no effect and ±100 for the full control effect
Target sequence (Q9NR56 whole entry, looked up): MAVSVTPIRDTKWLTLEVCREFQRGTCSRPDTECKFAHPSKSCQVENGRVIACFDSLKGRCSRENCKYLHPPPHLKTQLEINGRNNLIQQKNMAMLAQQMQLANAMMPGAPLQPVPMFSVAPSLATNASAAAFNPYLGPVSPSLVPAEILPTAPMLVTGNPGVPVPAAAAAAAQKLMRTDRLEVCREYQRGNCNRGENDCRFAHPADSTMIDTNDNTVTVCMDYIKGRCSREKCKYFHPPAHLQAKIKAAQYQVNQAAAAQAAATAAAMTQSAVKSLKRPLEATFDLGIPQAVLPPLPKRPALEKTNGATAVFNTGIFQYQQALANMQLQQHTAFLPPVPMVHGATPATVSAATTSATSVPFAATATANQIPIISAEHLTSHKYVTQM
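TR-FRET between His-tagged MBNL1 and biotin-(CUG)12 RNA, detected with Tb anti-His antibody (0.055 ng/ul) and streptavidin-XL665 (5 nM), 60 min at room temperature. Compounds titrated 92 nM to 58 uM; 665/545 nm ratio normalized to buffer and complex controls.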
S-ASM inh = blocks human secretory acid sphingomyelinase | placental ASM, HMU-PC fluorogenic substrate, 60 min | P17405 | Potency, µM (top dose mostly 57.5 µM), for the others: at the top dose activity change, negative = inhibition, usual class: inhibitors | hit rate 0.006% among 340,000; note: potency is the fitted concentration of half-maximal effect
Target sequence (P17405 47-631 limits assumed): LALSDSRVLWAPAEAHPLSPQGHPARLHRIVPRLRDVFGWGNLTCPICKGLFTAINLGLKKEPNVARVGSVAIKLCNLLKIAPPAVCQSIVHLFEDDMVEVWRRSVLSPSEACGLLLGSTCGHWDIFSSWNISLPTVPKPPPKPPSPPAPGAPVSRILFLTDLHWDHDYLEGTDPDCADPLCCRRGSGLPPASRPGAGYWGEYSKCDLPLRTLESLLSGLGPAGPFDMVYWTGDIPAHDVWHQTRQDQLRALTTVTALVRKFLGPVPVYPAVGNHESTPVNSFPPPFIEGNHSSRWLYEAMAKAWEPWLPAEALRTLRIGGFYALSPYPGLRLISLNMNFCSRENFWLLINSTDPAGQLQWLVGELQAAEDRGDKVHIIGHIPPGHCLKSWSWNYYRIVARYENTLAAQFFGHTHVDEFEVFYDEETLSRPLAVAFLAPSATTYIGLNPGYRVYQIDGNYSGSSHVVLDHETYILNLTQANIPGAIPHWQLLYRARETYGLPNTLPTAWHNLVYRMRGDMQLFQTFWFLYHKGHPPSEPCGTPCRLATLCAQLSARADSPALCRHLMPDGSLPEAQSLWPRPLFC
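Human placenta-derived ASM enzyme was preincubated with compound for 10 minutes at room temperature, then given fluorogenic substrate HMU-PC0 (9 uM final) for 60 minutes at 37 °C; a pH 10 stop preceded fluorescence reading at Ex 386/Em 447 nm.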
A-T KAP1 phos = potential ataxia-telangiectasia treatment; […] A-T fibroblasts, KAP-1 phosphorylation AlphaLISA; neocarzinostatin DNA damage 30 min before lysis; Potency, µM (top dose mostly 57.5 µM), for inactives: at the top dose activation, actives largely listed as activators; hit rate 0.19% among 320,000; AID 485349; note: potency is the fitted concentration of half-maximal effect; % of control where 0% means no effect; nearly all actives have a fitted effect of over 45% in size
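hTERT-immortalized A-T patient fibroblasts ([…]), 500 cells/well in OPTI-MEM, 1% FBS, got compounds for 60 min, then NCS for 30 min at 37C. Lysates were then assayed for phospho-KAP-1 by AlphaLISA (anti-pKAP1 donor, anti-KAP1 acceptor beads), 6 hr at 25C.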
PTAP TSG101 blk = blocks PTAP/TSG101 interaction to inhibit HIV-1 budding; Fluorescence polarization, FITC-PTAP peptide / Tsg101 binding; Potency, µM (highest dose often 115 µM), for the others: at the highest dose activity change, negative = inhibition, most hits filed as inhibitors; 340,000 tested, under 10 active; AID 493005; active = well fitted inhibition curve with a large enough effect in the main read-out, with a control signal flat, not every such curve was filed as active; inconclusive = small, poorly fitted or top-dose-only effect, or effect the other way, or a change in a side signal; inactive = no such curve, though single readings can be large or run the other way; note: potency is the fitted concentration of half-maximal effect; % of control where 0% means no effect
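Tsg101 binding domain (10 uM final) was mixed with compound and a FITC-labeled PTAP peptide (50 nM final) in HEPES pH 7.5 buffer with NaCl, Tween 20, EDTA and TCEP; fluorescence polarization was read after 20 min at r.t.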
An asterisk follows results filed as active; ? = inconclusive; nt = no result given; & = joins results of further samples; [ ] = remark or other dose. Unless noted, calls come from the whole dose curve; as a rule, active = well fitted curve in the direction sought with a large enough effect; inconclusive = small, poorly fitted or top-dose-only effect, or another doubt; inactive = no such curve, though single readings can be large; an effect the other way counts as inactive or inconclusive.

SMILES | TSHR antag | Menin-MLL TR inh | Mito fusion yeast | TCR act | a7 integrin act | MLL CXXC-DNA inh | MBNL1-CUG inh | S-ASM inh | A-T KAP1 phos | PTAP TSG101 blk
Cn1c(O)c(C=Nc2ccccc2Sc2ccccc2)c(=O)n(C)c1=O | 1 | -5% | 0% | -9%[46.1 µM] | -3% | 4% | nt | 4% | -3% | -1%
O=C(Cc1ccccc1)Oc1ccc([N+](=O)[O-])cc1 | -7 | 4% | 2% | 8% | 25% | 9% | 16% | -3% | 7% | 1%
O=c1[nH]c2ccccc2n1C1CCN(CCCC(c2ccc(F)cc2)c2ccc(F)cc2)CC1 | -20&-6 | ? | -45%&1%[inhibitor] | -3% | nt | 6%&20% | -22% | -1% | 10% | 0%
COC1=C(C)C(=O)C2=C(C1=O)C(CO)N1C(C#N)C3CC4C(C1C2N1CCOC41)N3C (centres undefined) | nt | nt | nt | -1% | -2% | nt | nt | -3% | nt | -5%
O=C(Nc1nn[nH]n1)c1cccc([N+](=O)[O-])c1 | 4 | 17% | 3% | -7% | 5% | 0% | ? | 2% | 6% | -8%
CCC(=O)Nc1ccc(C(=O)NNC(=O)c2cc([N+](=O)[O-])cc([N+](=O)[O-])c2)cc1 | -8 | 6% | 3% | 6% | -13% | -12% | ? | 4% | 1% | -6%
N/C(=N\[N+](=O)[O-])N1CCN(C(=O)c2ccccc2)CC1 | 7 | 2% | -2% | 8% | -43% | 1% | -8% | 3% | -2% | -12%
CCC(=O)OC1(c2cccc(C)c2)CC(C)N(C)CC1C (centres undefined) | -4 | 10% | -1% | 2% | 1% | 2% | 7% | 0% | -5% | -3%
CCN1CCN(c2nc3c(c(=O)[nH]2)CCCC3)CC1 | 0 | 2% | -1% | -28% | -5% | 0% | 3% | 2% | 3% | -1%
COc1ccc(N2C(=O)CC(N3CC=C(c4ccccc4)CC3)C2=O)cc1 (centres undefined) | -7 | 14% | -9% | -5% | -16% | 1% | 12% | -6% | 6% | -1%
CC(C)c1ccc(-n2c(O)c(C=NC(CCS(C)=O)C(=O)O)c(=O)[nH]c2=S)cc1 (centres undefined) | 3 | nt | -3% | 0% | -17% | 8% | 0% | 3% | 7.9µM* | -1%
Cc1c(NP(=O)(C(C)(C)C)C(C)(C)C)c(=O)n(-c2ccccc2)n1C | -3 | -11% | -3% | 6% | 1% | 3% | -6% | 3% | 8% | -1%
CC1CCC(C(C)C)C(OC(=O)COC(=O)c2ccccc2N)C1 (centres undefined) | -39 | 15% | ? | 5%[46.1 µM] | 1% | 5% | -13% | 77%[activator] | ? | ?
COc1cc2c3cc1Oc1cc(ccc1O)C[C@@H]1c4c(cc(OC)c(O)c4Oc4cccc(c4)C[C@@H]3N(C)CC2)CC[N+]1(C)C | 0 | nt | 4% | -5% | nt | nt | nt | 1% | 5% | 1%
CCOC(=O)[C@]12Cc3cc(OC)ccc3[C@H]1N(Cc1ccccc1)C(=O)c1ccccc12 | nt | nt | nt | -5% | -41% | nt | nt | 0% | nt | -2%
C=CC1CN2CCC1CC2[C@@H](OC(=O)c1ccc(OC)cc1)c1ccnc2ccccc12 (some centres undefined) | 9 | -28% | 5% | 8%[46.1 µM] | -28% | -1% | 1% | 0% | 15% | -6%
C[C@@H]1C2C[C@@]34COC(=O)C3=CC=C[C@H]4[C@@]13C[C@H](c1ccoc1)O[C@@H]3O2 | 18 | -4% | -2% | 0% | -2% | -2% | ? | 7% | -2% | -5%
CCOC(=O)c1ccc(NC(c2ccc(N(C)C)cc2)P(=O)(OC(C)C)OC(C)C)cc1 (centres undefined) | -7 | ? | -6% | 1% | 6% | -3% | -6% | -2% | -3% | -9%
Cc1ccccc1NC1=NCC(C)S1 (centres undefined) | -16 | 7% | -7% | -2% | -7% | 1% | -1% | -2% | 9% | -7%
COc1ccc(/C=C2\C(=O)NC(=S)N(C)C2=O)cc1C | 2 | 23% | 4% | -11% | 6% | ? | -7% | -4% | 3% | -11%
COc1ccc(C(C)=O)cc1Cc1c(O)[nH]c(=S)[nH]c1=O | -6 | -4% | -2% | -1% | 13% | 5% | -10% | 4% | 5% | 0%
CC(C)c1ccccc1OCC(=O)N1CCCN(C)CC1 | 33 | 1% | -2% | 0% | -22% | 14% | -3% | 3% | 1% | -3%
COc1cc(C=C2C(=O)NC(=O)NC2=O)ccc1OS(=O)(=O)c1ccccc1[N+](=O)[O-] | -7 | ? | -18% | 2% | -28% | ? | ? | -4% | -4% | -7%
CC12CCC3C(CCCC4CC(=O)CCC43C)C1CCC2O (centres undefined) | nt | nt | nt | -2% | -5% | nt | nt | -2% | nt | -3%
Cc1cc(OC(C)C(=O)NCC2CCC(C(=O)O)CC2)c2c3c(c(=O)oc2c1)CCC3 (centres undefined) | -1 | 0% | 1% | -8% | 1% | 4% | 34%[activator] | -1% | 10% | -3%
N#C/C(=C\c1ccc(O)c(O)c1)C(=O)NCCCNC(=O)/C(C#N)=C/c1ccc(O)c(O)c1 | -14 | ? | 1% | nt | nt | -24% | nt | nt | nt | nt
CCCCOP(=O)(c1ccc(N(C)C)cc1)C(O)c1ccc(C(C)C)cc1 (centres undefined) | 0 | ? | 18% | 4% | -13% | 5% | 5% | 0% | 7% | -8%
Cc1ccc2c(c1)C1CN(C)CCC1N2C(=O)COc1ccc(S(=O)(=O)N2CCOCC2)cc1 (centres undefined) | 25 | -3% | 0% | -8% | -10% | -6% | -8% | 5% | -6% | -1%
Cc1ccc(Cn2cc(C=O)c3ccccc32)cc1 | -8 | 9% | 17% | 6% | -31% | 0% | 13% | -8% | -7% | -5%
O=C(Nc1ccccc1[N+](=O)[O-])c1ccc(S(=O)(=O)N2CCCC2)cc1 | -12 | nt | 5% | -5% | -39% | -4% | ? | -5% | 4% | 0%
CN(C)CCn1cnc2ccccc21 | 1 | nt | -7% | 6% | 8% | -6% | -9% | 4% | 0% | -1%
c1ccc(NC2=NCCCS2)cc1 | 14 | 0% | 3% | 7% | 31% | -13% | -16% | 3% | -9% | -1%
Oc1ccc2c3c1OC1c4oc5ccccc5c4C[C@@]4(O)[C@@H](C2)N(CC2CC2)CC[C@]314 (some centres undefined) | -4 | nt | nt | 3% | nt | nt | nt | -3% | 5% | 1%
CCc1c(C)nc(N)nc1N1N=C1SC | 7 | 8% | -1% | 5% | 13% | 10% | -11% | 6% | nt | -9%
Cc1c(N=Cc2c(O)n(CCc3ccc(F)cc3)c(=O)[nH]c2=O)c(=O)n(-c2ccccc2)n1C | -4 | 3% | 2% | 6% | 0% | 9% | 9% | -2% | -4% | 0%
C=C1N2CCC(CC2)C1(O)c1ccccc1C (centres undefined) | 10 | 10% | 0% | -11% | -6% | -3% | 12% | 2% | 15% | -3%
O=c1c2ccccc2nc(Cc2cccc([N+](=O)[O-])c2)n1-c1ccc(O)cc1 | -3 | nt | 1% | 9% | 23% | -2% | 13% | 1% | 7% | -3%
CC12CN3CCN(CC(C3)C1O)C2 (centres undefined) | 13 | -8%[11.7 µM] | -2% | 2% | 15% | 2% | -22% | 7% | ? | -4%
CCOP(=O)(OCC)C(NC(=O)c1ccccc1)C(Cl)(Cl)Cl (centres undefined) | 6 | 2% | -6% | 0% | 19% | 10% | -4% | 4% | -2% | -2%
Cn1ccnc1P(=S)(c1nccn1C)N1CCOCC1 | -4 | 0% | 1% | -1% | -2% | 8% | -6% | 0% | 5% | -3%
O=C1NC(=O)C(Cc2ccccc2)(Cc2ccccc2)C(=O)N1 | nt | nt | nt | 0% | 22% | nt | nt | -5% | nt | 0%
Cc1ccccc1-n1c(CNc2ccccc2)nc2ccccc2c1=O | nt | nt | nt | -8% | -22% | nt | nt | -4% | nt | 1%
CCn1c(=O)oc2cc(NC(=O)CCl)ccc21 | -1 | 0% | -20% | 2% | -69%[inhibitor] | 13% | -1% | 1% | 12% | -6%
CN1C(=O)N(C)C(=O)C2(Cc3ccccc3N3CCOCC32)C1=O (centres undefined) | 7 | -4% | 2% | 4% | 1% | 1% | -1% | -3% | 4% | -5%
COC(=O)C1=C(c2ccc(OC)c(OC)c2)C[C@@H]2CC[C@H]1N2C(=O)NCCc1ccccc1 | -4 | nt | -9% | -11% | 0% | nt | nt | -1% | 12% | -1%

This is a subset; rates above refer to the full screens.
